mABHD4 FP: ABHD4 (mouse) inhibition, primary FP screen | AID 720543 | hit rate 0.54% among 370,000 | purified mABHD4, FP-Rh probe fluorescence polarization | inhibition, % at 8.92 µM;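 active means inhibition exceeding the mean over every tested compound plus 3 SD, cut at about 30% in these data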;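 further: 0% = plate median of compound wells and 100% = S159A mutant with DMSO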
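Assay system: mABHD4 protein; medium: HEPES pH 7.0, NaCl, Pluronic buffer; dosing: 8.92 µM, single dose; schedule: 45 min + 60 min at 25 °C; signal: FP readout, ex 525 nm / em 598 nm; read-out: normalized percent inhibition of probe labeling; repeats: single replicate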
NPR2 activator: GC-B (human) receptor activation; activation, % at 10 µM; hit rate 0.11% among 370,000; AID 1920062; HEK293-GC-B cells, CNP EC30, cGMP TR-FRET; 0% at EC30 CNP, 100% saturating CNP;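 active means activation at 10 µM reaching about 35% in either raw or pattern-adjusted values, limit read from the data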
MBD2 inh: MBD2-methylated oligo binding inhibition; hit rate 0.31% among 370,000; Q9UBB5; AID 686964; TR-FRET, MBD2 binding to methylated oligonucleotide; inhibition, % at 4.4 µM; in the data active means inhibition above about 13%
Target sequence (Q9UBB5 whole entry, looked up): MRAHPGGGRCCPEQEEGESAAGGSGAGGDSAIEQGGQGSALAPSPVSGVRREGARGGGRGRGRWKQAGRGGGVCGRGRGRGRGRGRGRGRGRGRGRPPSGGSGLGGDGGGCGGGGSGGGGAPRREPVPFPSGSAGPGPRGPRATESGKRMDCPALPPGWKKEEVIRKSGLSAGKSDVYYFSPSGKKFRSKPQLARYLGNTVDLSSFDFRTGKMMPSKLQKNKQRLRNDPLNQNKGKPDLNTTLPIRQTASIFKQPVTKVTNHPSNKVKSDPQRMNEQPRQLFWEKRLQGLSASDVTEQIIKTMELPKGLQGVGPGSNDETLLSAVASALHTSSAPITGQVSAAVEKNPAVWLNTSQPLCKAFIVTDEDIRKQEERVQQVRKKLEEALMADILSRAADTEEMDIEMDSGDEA
HTRA1 inh: blocks human HTRA1 serine peptidase; Q92743; recombinant HTRA1, FP-rhodamine activity-based probe, fluorescence polarization; inhibition, % at 5.96 µM; hit rate 0.5% among 340,000; AID 504803; in the data active means inhibition above about 36%;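 further: 0% = enzyme with DMSO and 100% = wells lacking enzyme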
TDP2 absorb: blocks human TDP2 phosphodiesterase activity. O95551. recombinant TDP2, T5PNP hydrolysis, p-nitrophenol absorbance 415 nm. inhibition, % at 12.8 µM. hit rate 0.34% among 370,000. AID 720702;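 active means inhibition above the mean of all tested compounds plus 3 SD, set per campaign, cut at about 25% in these data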;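 further: 0% = DMSO with enzyme and 100% = buffer with substrate but no TDP2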
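Evaluation: % inhibition relative to enzyme-containing and enzyme-free wells. Material: recombinant human TDP2. Benchmarks: enzyme-free and DMSO wells. Timing: enzyme reaction with compound for 2 h at 37 °C. Compound dosing: 12.8 µM only. Measured by: p-Nitrophenol epi absorbance. Reagent: T5PNP substrate at 5 mM, a TopII-DNA adduct mimic. Replication: single well per compound.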
PRMT1 FP inh: PRMT1 (human) inhibition, primary screen | Q99873 | recombinant PRMT1, activity-based probe fluorescence polarization | inhibition, % at 2.79 µM | hit rate 1.3% among 370,000 | AID 652257;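 active means inhibition above about 21% made by adding two undisclosed values, limit read from the data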
Target sequence (Q99873 whole entry, looked up): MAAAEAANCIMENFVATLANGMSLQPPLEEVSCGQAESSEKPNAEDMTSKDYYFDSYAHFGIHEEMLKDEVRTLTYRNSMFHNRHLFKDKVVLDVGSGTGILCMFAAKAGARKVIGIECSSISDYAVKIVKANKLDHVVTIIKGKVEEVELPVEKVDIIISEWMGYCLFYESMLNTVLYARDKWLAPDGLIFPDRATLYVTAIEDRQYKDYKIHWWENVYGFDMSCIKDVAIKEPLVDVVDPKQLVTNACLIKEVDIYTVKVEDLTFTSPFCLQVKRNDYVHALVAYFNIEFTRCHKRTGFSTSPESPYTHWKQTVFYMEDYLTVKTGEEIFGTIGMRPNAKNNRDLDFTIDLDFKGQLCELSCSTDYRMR
LEDGF integ inh: blocks HIV-1 LEDGF/p75-dependent DNA integration | TR-FRET IN-LEDGF/p75 DNA integration, Eu/Cy5 | hit rate 0.64% among 370,000 | inhibition, % at 3.7 µM | AID 743269;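 active means inhibition above the screen-wide mean plus 3 SD, cut at about 13% in these data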;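 further: signal is the Cy5 over europium emission ratio at 671 and 618 nm; 0% = plate median of compound wells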
rCAG binder: molecules binding r(CAG) RNA repeats; inhibition, % at 3 µM; hit rate 1.3% among 370,000; r(CAG) RNA repeat, TO-PRO-1 dye displacement fluorescence;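 active means inhibition above the plate cutoff, the mean of all test compounds on that plate plus 3 SD, cut at about 35% in these data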;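 further: 0% = DMSO alone and 100% = 100 µM mitoxantrone as full dye displacement; higher means more dye released from RNA so lower well fluorescence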
SIAE inh: inhibitors of human sialic acid acetylesterase SIAE. Q9HAT2. SIAE FP-Rh probe binding, fluorescence polarization. inhibition, % at 9.66 µM. hit rate 0.69% among 370,000;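 active means inhibition above a cutoff: mean of compounds within the control limits plus 3 SD of those, cut at about 17% in these data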;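 further: 0% = plate median of compound wells and 100% = probe without SIAE protein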
TCR CD3 inh: human TCR-CD3 binding inhibition; TAMRA-labeled TCR probe fluorescence, biochemical; inhibition, % at 9.4 µM; hit rate 0.37% among 360,000; AID 651800; in the data active means inhibition above about 19%;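 further: recombinant mutant TCR 2C K166C tagged with TAMRA read by polarization; 0% = receptor in buffer alone and 100% = receptor with positive control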
* marks the source's active call; other numbers are inactive results; · = no result given. An excerpt. The share of hits here may be higher or lower than overall.

SMILES	mABHD4 FP	NPR2 activator	MBD2 inh	HTRA1 inh	TDP2 absorb	PRMT1 FP inh	LEDGF integ inh	rCAG binder	SIAE inh	TCR CD3 inh
COC(=O)C1=CN(c2ccc(C(C)(C)C)cc2)C(N)=C(C#N)C1c1ccc(OC)cc1 (stereo unspecified)	0	1	4	·	6	3	-5	5	8	-4
COC(=O)[C@H](Cc1ccccc1)NC(=O)[C@@H](N)CC(=O)OCc1ccccc1	9	-2	-4	5	3	0	1	-4	4	-2
CCN(CC)S(=O)(=O)c1ccc(N2CCCCC2)c(NC(=O)C2CCN(C(=O)c3ccc(F)cc3)CC2)c1	5	-2	-6	-13	-12	1	-2	-2	8	1
CCN(CC)S(=O)(=O)c1ccc(Cl)c(C(=O)Nc2nnc(C)s2)c1	-2	0	1	2	10	-1	2	1	-1	5
Oc1ccc(C2=CSC3=NCCN23)cc1O	12	2	3	6	9	12	0	-3	12	5
O=C1c2ccccc2C(=O)c2c(NCCCN(CCO)CCO)cccc21	-2	-14	56*	·	-15	2	-3	6	-3	-5
CCOC(=O)N1CCC(N2C(=O)c3ccc(C(=O)NCCC(C)C)cc3C2=O)CC1	5	3	5	8	-6	-1	1	-3	-1	8
CC1(C)Cc2c(sc3nc(NCCN4CCOCC4)n4ncnc4c23)CO1	5	2	2	7	-1	-1	5	-3	0	-4
Nc1nc(C23CC4CCC(CC(C4)C2)C3)cs1	9	2	-7	2	1	1	-2	-3	3	3
O=C(CNC(=O)c1cccs1)NCCN1CCC(Cc2ccccc2)CC1	8	-5	1	·	5	-4	0	-6	5	6
CC(Sc1nccn1C)C(=O)Nc1ccc(Cl)cn1 (stereo unspecified)	2	-1	-2	8	14	-3	1	1	-3	4
O=C(Nc1ccc(Cc2ccncc2)cc1)c1ccc(N2CCOCC2)c([N+](=O)[O-])c1	3	1	0	-6	-10	-4	1	-5	1	2
CC(=O)c1c(N2CCOCC2)nc(=S)n(-c2ccccc2)c1C	-4	2	12	2	-2	18	3	-1	-2	-7
CCC(C)(C)NC(=O)CN(Cc1ccco1)C(=O)CCC(=O)Nc1nccs1	0	-2	-2	2	19	-1	-2	0	3	-2
CCCNC(=O)C1(C)CCCN(C(=O)c2c(C)noc2C)C1 (stereo unspecified)	-1	6	1	·	1	-2	-3	-1	6	-1
Cc1ccc(NC(=O)Cc2sc(C)nc2-c2ccc(C)cc2)cc1	-4	3	8	1	-11	-1	-6	-4	-4	-6
CC(Sc1nnc2ccccn12)C(=O)Nc1ncc(Cl)cc1Cl (stereo unspecified)	13	3	-5	4	4	-2	-2	-2	4	6
CCCn1c(SCC(=O)Nc2ccc(C)c(S(=O)(=O)N3CCOCC3)c2)n[nH]c1=O	4	0	0	-2	-1	0	-4	3	-9	4
NC(=O)Cn1nc(-c2ccccc2)nc1-c1ccccc1	-1	0	3	-1	-9	-2	-3	0	-7	6
CCOC(=O)c1nn(-c2ccc(Cl)cc2)c2nc(-c3ccc(C)cc3)c(C#N)c(=O)n12	-7	-7	1	-4	2	-3	-2	4	-8	-4
Cc1cc(C)c(C(=O)c2ccc(C(=O)N3CCCCC3)cc2)c(C)c1	-1	0	-3	-12	5	0	5	-10	-3	-1
CN1CCN(c2oc(-c3cccs3)nc2S(=O)(=O)c2ccccc2)CC1	-5	3	2	-7	3	0	1	-7	2	15
CCCCn1c(NCCO)nc2ccccc21	0	5	1	9	4	5	-2	0	1	-7
O=C(COc1ccc2c(c1)OCO2)Nc1nncs1	6	-2	-5	0	22	1	2	5	13	1
CCCCn1c(SCC(=O)Nc2nnc(CC)s2)nc2c1c(=O)n(C)c(=O)n2C	5	-6	4	7	8	-2	-1	-2	-1	13

5 entries from above, with values under each structure.
Results follow in this order: mABHD4 FP	NPR2 activator	MBD2 inh	HTRA1 inh	TDP2 absorb	PRMT1 FP inh	LEDGF integ inh	rCAG binder	SIAE inh	TCR CD3 inh
CCC(C)(C)NC(=O)CN(Cc1ccco1)C(=O)CCC(=O)Nc1nccs1
    0	-2	-2	2	19	-1	-2	0	3	-2
CCN(CC)S(=O)(=O)c1ccc(Cl)c(C(=O)Nc2nnc(C)s2)c1
    -2	0	1	2	10	-1	2	1	-1	5
Cc1ccc(NC(=O)Cc2sc(C)nc2-c2ccc(C)cc2)cc1
    -4	3	8	1	-11	-1	-6	-4	-4	-6
CCCCn1c(NCCO)nc2ccccc21
    0	5	1	9	4	5	-2	0	1	-7
NC(=O)Cn1nc(-c2ccccc2)nc1-c1ccccc1
    -1	0	3	-1	-9	-2	-3	0	-7	6

Next part.
SMILES	mABHD4 FP	NPR2 activator	MBD2 inh	HTRA1 inh	TDP2 absorb	PRMT1 FP inh	LEDGF integ inh	rCAG binder	SIAE inh	TCR CD3 inh
Cc1ccc(C(=O)OCc2cc3ccccc3[nH]c2=O)cc1	1	-6	2	1	-7	-4	4	0	-5	3
CCOC(=O)c1c(CN2CCOCC2)oc2ccc(OC(C)=O)cc12	6	5	-1	-1	-1	0	-3	-3	1	0
CN(C)N1C(=O)/C(=C/c2ccco2)SC1=Nc1ccccc1	1	0	3	14	-23	6	8	20	-5	10
COc1ccc(NC(=O)c2cccnc2SC)cc1S(=O)(=O)N1CCCCC1	-11	2	-1	0	-10	2	-9	4	-1	3
C[N+](C)(C)CCCNC(=O)c1ccc(/C=N/O)nc1	2	7	3	0	4	2	-2	-1	-1	-1
COc1ccc(OC)c(NC(=O)c2cc(S(=O)(=O)N(C)C)ccc2N2CCCC2)c1	1	2	1	10	1	2	2	-2	5	-1
C=CCc1ccc(OCC(O)CN2CCCCC2)c(OC)c1 (stereo unspecified)	-2	1	-5	-1	0	-3	0	-3	3	-2
O=C(COC(=O)c1cccc(O)c1)Nc1ccc(OC(F)F)cc1	-22	-3	2	-9	-9	6	2	-1	-10	-6
Cc1ccc(NC(=O)c2ccc(NS(=O)(=O)/C=C/c3ccccc3)cc2)nc1	-24	-3	-2	-14	-17	-6	2	28	-6	12
CCOc1cccnc1Sc1ccccc1	1	1	-1	2	-3	-2	2	-4	2	-4
CCOC(=O)CSC1=C(C#N)C(c2ccccc2OC)CC(=O)N1 (stereo unspecified)	2	9	-1	3	-3	-1	-2	2	3	6
CCOC(=O)c1sc(=NC(=O)/C=C/c2cccs2)n(C)c1C	1	-2	-5	-7	3	-1	4	-1	-2	9
CCOCCCN1CC(C(=O)NCCc2ccc(C)cc2)CC1=O (stereo unspecified)	10	9	-1	2	4	-2	-1	-4	-1	0
O=C(Cn1cc[n+](CC(=O)c2ccc(Cl)cc2Cl)c1)c1ccc(Cl)cc1Cl	18	-7	0	·	-19	4	2	11	-7	-2
C=C(C)CC1N(c2cccc(OC)c2)C(=O)[C@@H]2C(C(=O)O)[C@H]3C=C[C@@]12O3 (stereo partly specified)	-2	-1	3	0	-10	-2	-1	-1	2	-1
CN(C)/C=C1\Cc2ccccc2C1=O	3	6	-3	4	6	-2	1	1	5	-1
COc1cccc(C(=O)OCC(=O)NCCC2=CCCCC2)c1	0	-3	0	-10	-3	1	1	2	-4	7
CCCC[n+]1ccn(-c2nc3ccccc3nc2[N-]S(=O)(=O)c2ccc(C)cc2)c1	-1	1	1	0	4	9	1	1	0	2
COc1ccc(-c2ccc(CN3C(C(C)C)C(=O)N(Cc4cn(Cc5ccco5)nn4)CCS3(=O)=O)cc2)cc1 (stereo unspecified)	-18	-3	1	-39	0	4	6	18	-13	-3
CC(Oc1ccc(F)cc1)C(=O)Nc1ccccc1C(=O)N1CCCCC1 (stereo unspecified)	-4	2	3	6	5	1	2	-2	2	2
O=c1nc2ccccc2c2n1CC(CN1CCN(C(c3ccccc3)c3ccccc3)CC1)N2 (stereo unspecified)	0	-2	-4	-22	5	1	2	-1	-5	3
OCCN(Cc1ccccc1)Cc1ccccc1F	17	1	-3	-1	6	-2	2	-3	5	1
COc1cccc(NS(=O)(=O)Cc2ccccc2)c1	0	-3	-2	9	4	0	0	2	2	9
CC(C)(CO)Nc1nc(Nc2ccccc2)nc(Nc2ccccc2)n1	21	-2	1	-26	11	0	1	-1	-2	-5
NNC(=O)c1ccc(O)cc1O	9	2	1	7	4	3	2	-1	9	13
Carrying on.
SMILES	mABHD4 FP	NPR2 activator	MBD2 inh	HTRA1 inh	TDP2 absorb	PRMT1 FP inh	LEDGF integ inh	rCAG binder	SIAE inh	TCR CD3 inh
Cc1ccc(OCC(=O)N2CCN(S(=O)(=O)c3ccc4c(c3)OCCO4)CC2)c(C)c1	-6	-3	-2	-6	-9	-2	0	0	0	3
CCOC(=O)c1cc(-c2ccccc2C)nn1Cc1cc(CC)no1	-9	-6	2	-15	-2	2	-1	-6	8	-5
Cn1nc(-c2ccc(Cl)cc2)cc1NC(=O)CSCC(=O)O	-1	2	1	·	-17	2	2	0	-2	5
CCC(OC(=O)CN1C(=O)C(=O)c2ccccc21)C(=O)Nc1ccccc1OC (stereo unspecified)	4	-4	-2	2	11	0	0	-1	7	3
CC(C)(C)c1ccc(OCC(O)CN2CCOCC2)cc1 (stereo unspecified)	4	0	-4	3	10	0	-2	-6	6	3
CN(CC(=O)Nc1cccc(F)c1)C(=O)CN1c2cccc3cccc(c23)S1(=O)=O	13	-8	0	5	3	12	5	32	11	4
O=C(CC1(O)C(=O)N(Cc2ccccc2Cl)c2ccccc21)c1ccco1 (stereo unspecified)	-1	-3	-4	-14	-2	0	-2	-2	3	3
CN(C)c1ccc(C(c2ccc(N(C)C)cc2)c2ccc([N+](=O)[O-])cc2)cc1	5	10	3	-5	2	4	-5	4	6	-3
CCCCSCCCNC(=O)C1CCC(CNS(=O)(=O)c2ccccc2)CC1 (stereo unspecified)	-6	4	0	-8	5	-5	2	-8	2	3
C=CCN1C(=O)/C(=C/c2cccs2)S/C1=N\S(=O)(=O)c1ccc(F)cc1	4	-8	2	2	9	0	0	2	-4	6
CN1CCN(S(=O)(=O)c2cccc(C(=O)N(Cc3ccccc3)c3ccccc3)c2)CC1	3	1	-2	1	-25	-3	2	-5	-8	-4
CCCNC(=O)c1ccc2nc(-c3ccccc3)c(-c3ccccc3)nc2c1	-4	-8	-4	-15	-13	-1	-2	-3	8	3
CCN(CC)CC(=O)N1c2ccccc2Sc2ccccc21	0	-17	-1	1	3	0	-6	-7	-8	7
Cc1cccc2cc(C#N)c(SCC(=O)NCC3CCCO3)nc12 (stereo unspecified)	8	7	2	-2	11	-1	1	-1	3	0
COc1cc(O)c(C(C)=O)c2c1C=CC(C)(C)O2	-5	-22	1	-8	-1	-6	4	-4	1	-5
CCN(CC)c1ccc(NC(=S)NC(=O)C2CCC2)cc1	5	2	-6	4	7	4	-1	-5	17	0
CN1CCN(C(=O)c2cnn(-c3ccccc3)c2NC(=O)c2ccccc2)CC1	0	0	-2	8	1	2	2	2	1	10
CCOc1ccc(NC(=O)COc2ccc(-n3cnnn3)cc2)cc1	-1	-2	-6	0	3	2	-1	1	4	7
Cc1ccccc1C(=O)O/N=C(\N)Cc1cccs1	2	1	4	-4	-13	7	-3	-3	0	-2
O=C(CSc1nnc2n(C3CCCCC3)c(=O)c3ccccc3n12)OC1CCCCC1	-2	-7	-1	-4	-4	-3	0	0	-2	1
COC(=O)c1cccc(S(=O)(=O)N2CCCCC2)c1	-4	5	1	-4	14	-3	2	-6	1	4
